# Compound activity from PubChem BioAssay.
# CHRM4 PAM = potentiates acetylcholine response at human M4 receptor; activation, % at 3 µM; 360,000 compounds, 0.4% hits; CHO-K1 hM4/Gqi5, Fluo-8 calcium fluorescence, ACh EC20; 0% = ACh EC20, 100% = maximal ACh; AID 624126;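 active = activation above its plate's cutoff, the mean activation of sample wells plus 3 SD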; note: some results filed as inactive read as strong as hits
# Target sequence (P08173 whole entry, looked up): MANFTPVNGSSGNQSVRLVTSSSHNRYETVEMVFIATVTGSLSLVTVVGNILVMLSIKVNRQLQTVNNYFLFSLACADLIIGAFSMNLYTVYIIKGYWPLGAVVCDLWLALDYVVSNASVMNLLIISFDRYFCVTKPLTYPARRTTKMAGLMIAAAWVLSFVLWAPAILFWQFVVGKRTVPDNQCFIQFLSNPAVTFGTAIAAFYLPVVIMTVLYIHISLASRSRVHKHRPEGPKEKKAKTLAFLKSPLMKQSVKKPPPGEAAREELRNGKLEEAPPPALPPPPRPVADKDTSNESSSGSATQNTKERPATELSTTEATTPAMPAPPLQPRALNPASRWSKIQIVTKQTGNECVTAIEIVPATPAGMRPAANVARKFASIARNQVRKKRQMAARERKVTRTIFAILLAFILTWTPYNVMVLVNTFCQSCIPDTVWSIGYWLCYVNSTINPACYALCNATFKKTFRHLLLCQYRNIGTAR
# CHRM5 PAM = potentiates acetylcholine response at human M5 receptor | activation, % at 3 µM | CHO-K1 hM5, Fluo-8 calcium, ACh EC20 PAM; 0% = ACh EC20, 100% = ACh EC100 | AID 624038 | 360,000 compounds, 0.3% hits;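 active = activation above the run cutoff, the mean activation of all test compounds plus 3 SD, cut at about 18% in these data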
#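 system = human M5 receptor in CHO-K1 cells | compound = one concentration, 3 µM final (nominal) | schedule = Post-acetylcholine fluorescence recording 140 s | signal = Fluo-8 calcium dye fluorescence, kinetic read | benchmarks = low control EC20 acetylcholine (0%), high control EC100 acetylcholine (100%) | repeats = singlicate, one well per test compound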
# M4 ag = agonists of human muscarinic M4 receptor (CHRM4) | 360,000 compounds, 0.14% hits | CHO-K1 hM4/Gqi5, Fluo-8 calcium fluorescence; vehicle 0%, full acetylcholine response 100% | activation, % at 3 µM | AID 624127;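 active = activation above the run mean over all test wells plus 3 SD, cut at about 32% in these data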;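 note: peak over basal fluorescence ratio per well then scaled between controls; 0% = DMSO wells and 100% = acetylcholine at EC100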
# CHRM4 antagonist = CHRM4 antagonism in calcium assay. P08173. CHO-hM4 cells, ACh EC80, Fluo-8 calcium fluorescence. inhibition, % at 3 µM. 360,000 compounds, 0.73% hits. AID 624125;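 active = inhibition above its plate's cutoff, the mean inhibition of sample wells plus 3 SD, cut at about 27% in these data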;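 note: 0% = acetylcholine EC80 with DMSO and 100% = DMSO without agonist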
# CHRM5 agonist = CHRM5 agonism in calcium assay; activation, % at 3 µM; CHO-K1 hM5 cells, Fluo-8 calcium fluorescence; 0% DMSO wells, 100% maximal acetylcholine response; 360,000 compounds, 0.19% hits; P08912; AID 624037;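 active = activation above the run's mean over test compounds plus 3 SD, cut at about 23% in these data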;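 note: signal is peak over basal fluorescence ratio across the kinetic read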
# CRFBP-R2 agonist = CRF-BP/CRF-R2 complex agonism. HEK293 CRF-R2/CRF-BP, calcium dye fluorescence (FLIPR); percent of saturating CRF peptide response. AID 588473. activation, % at 13.2 µM. 350,000 compounds, 0.46% hits;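 active = activation of at least 50%, plus an integration ratio under a set limit after plate pattern correction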;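 note: plate controls were neutral control wells without compound for no effect and CRF at EC100 for full effect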
# M1 antag = antagonists of human M1 muscarinic receptor. P11229. CHO-K1 hM1, Fluo-8 calcium fluorescence, ACh EC80 antagonist. inhibition, % at 3 µM. 360,000 compounds, 1.3% hits;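 active = percent inhibition above its own plate's cutoff, namely the mean of that plate's compound wells plus 3 SD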;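 note: peak over basal fluorescence ratio during 140 s after agonist addition; 0% = ACh EC80 plus DMSO and 100% = DMSO alone without agonist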
# Target sequence (P11229 whole entry, looked up): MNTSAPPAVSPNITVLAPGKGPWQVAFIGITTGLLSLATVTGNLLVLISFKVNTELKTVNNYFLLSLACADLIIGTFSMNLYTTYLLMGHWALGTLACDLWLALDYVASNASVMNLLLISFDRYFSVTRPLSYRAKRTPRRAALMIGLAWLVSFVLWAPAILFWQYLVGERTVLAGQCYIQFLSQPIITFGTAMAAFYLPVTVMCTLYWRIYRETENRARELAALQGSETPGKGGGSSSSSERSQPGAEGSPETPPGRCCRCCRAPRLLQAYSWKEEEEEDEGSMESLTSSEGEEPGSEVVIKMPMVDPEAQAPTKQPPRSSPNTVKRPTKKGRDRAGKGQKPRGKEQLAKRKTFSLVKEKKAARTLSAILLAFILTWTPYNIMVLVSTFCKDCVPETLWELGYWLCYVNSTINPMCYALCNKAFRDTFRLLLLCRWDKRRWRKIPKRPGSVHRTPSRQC
# CHRM5 antagonist = blocks acetylcholine activation of human M5 receptor. AID 624040. CHO-hM5 cells, Fluo-8 calcium fluorescence, ACh EC80. 360,000 compounds, 0.59% hits. inhibition, % at 3 µM. P08912;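 active = inhibition above a per-plate cutoff, the mean of that plate's test compounds plus 3 SD, cut at about 27% in these data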;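 note: 0% = acetylcholine EC80 with DMSO and 100% = DMSO without agonist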
# M1 PAM = positive allosteric modulators of human M1 muscarinic receptor; P11229; CHO-K1 hM1, Fluo-8 calcium fluorescence, ACh EC20; 0% = ACh EC20, 100% = maximal ACh; activation, % at 3 µM; 360,000 compounds, 0.088% hits; AID 588819; in the data active = activation above about 19%, passing the limit was not always enough
# Numbers without * were called inactive; nt = no result given.
SMILES,CHRM4 PAM,CHRM5 PAM,M4 ag,CHRM4 antagonist,CHRM5 agonist,CRFBP-R2 agonist,M1 antag,CHRM5 antagonist,M1 PAM
CCCC(=O)N1CCC1(C)C(=O)Nc1ncc(C(=O)OC)s1 (centres undefined),2,-2,1,-7,1,nt,-13,1,9
CN1CCN(C(=O)C2=C[C@H](c3coc4ccccc4c3=O)C[C@H](OCCCCO)O2)CC1,4,-2,1,-8,2,0.1,-12,3,16
CCN(CC)C(=O)[C@H]1C[C@H](CC(=O)NCCc2ccccn2)C(=O)N2CCc3c([nH]c4cc(-c5ccco5)ccc34)[C@]12C,6,-3,1,-20,2,0.4,-14,5,20
O=S(=O)(Nc1cccc2nsnc12)c1ccccc1,0,0,0,4,-2,4.5,-4,10,4
COc1ccccc1NC(=S)NCc1ccc(S(N)(=O)=O)cc1,-5,-3,0,2,-1,3.6,4,7,1
Cc1cc(/C=N/NC(=O)c2ccsc2)c(C)n1-c1cnccn1,7,28*,1,9,3,-1.2,4,0,-3
O=C(O)CCC(=O)N1CCN(Cc2ccc3c(c2)OCO3)CC1,4,-2,0,2,0,0.1,4,16,9
COc1cc2nc(C3CCC3)n(NC(=O)C3CCC3)c(=O)c2cc1OC,-2,-2,1,1,1,-1.4,18,-1,-5
O=C(NNc1nc(N2CCOCC2)nc(N2CCOCC2)n1)c1ccccc1,6,9,1,1,-1,-0.7,-10,7,5
Clc1cccc(CSc2ccc(-c3ccco3)nn2)c1,-3,6,-1,-2,-2,-0.5,-2,1,7
COc1ccc(N2C(=O)c3ccccc3NC(=O)C2C(=O)Nc2ccc3c(c2)OCCO3)cc1 (centres undefined),6,9,3,-19,-1,nt,nt,-6,nt
CC(=O)OCC(C)n1[nH]c2ccccc2c1=O (centres undefined),6,6,-1,-10,3,nt,-26,-3,11
O=C(/C=C/c1ccccc1)NCc1ccco1,0,-3,0,-4,-3,-6.5,-3,2,11
COC(=O)Cn1c2ccccc2c(=O)n1C(C)C,2,-5,0,-10,1,nt,nt,7,nt
Cc1cc2ccccc2n1CCNC(=O)C(C)Oc1ccccc1 (centres undefined),0,-2,4,0,1,18,-12,2,11
COC(=O)C1=CN(c2ccc(C)cc2)C(N)=C(C#N)C1c1ccccc1F (centres undefined),4,6,1,-3,-2,nt,nt,-4,nt
Cc1c(Cl)cccc1NC(=O)CNc1ccccc1F,7,9,1,-4,-4,-4.0,2,-3,3
CC(C)NC(=O)C(Sc1ccccc1)c1ccccc1 (centres undefined),8,-6,0,2,-9,-1.4,0,-1,6
Cc1nn(CC(=O)NCCc2cccs2)c(=O)c2cc3ccccc3n12,0,0,2,4,-4,-0.6,-10,1,0
CC(=O)Nc1ccc(N=Cc2ccc[nH]2)cc1,27,1,1,0,-2,1.4,-2,-7,7
COc1ccc(CCN2C(=O)C3CC=C(C)CC3C2=O)cc1OC (centres undefined),4,9,2,3,-2,2.4,-1,-9,-1
O=C(NNC(=O)c1nn(-c2ccc(F)cc2)ccc1=O)c1ccccc1Cl,-1,-5,0,6,-3,-2.5,-6,10,4
Cc1cc(C)cc(NC(=O)N2CCc3ccccc3C2)c1,3,-5,0,-4,-7,-1.1,7,4,-1
CC(=O)c1ccccc1NS(=O)(=O)c1ccccc1Cl,5,10,-1,-4,-5,2.3,-1,-4,9
O=C(NCc1cccc(CNC(=O)c2ccco2)c1)c1ccco1,-2,-1,1,-2,3,0.9,9,4,0
O=C1c2ccccc2NC(c2ccccn2)N1NS(=O)(=O)c1ccccc1 (centres undefined),17,5,2,-4,1,-1.2,1,-6,4
C/C(=N\NC(=O)c1cc(-c2cccnc2)nc2ccccc12)c1ccc(O)cc1O,-4,-2,3,-8,-2,0.1,-5,0,3
CC1CCCN(C(=O)C2CCN(S(=O)(=O)c3ccc4c(c3)CC(C)N4C(=O)C3CC3)CC2)C1 (centres undefined),-4,-4,2,-1,1,0.4,0,5,0
CCN(CC(=O)Nc1ccc(NC(C)=O)cc1)C(=O)/C=C/c1ccc([N+](=O)[O-])cc1,-1,-2,0,0,-2,-0.5,14,9,-1
S=C1NC[C@H](Cc2ccccc2)N1CCc1cccc2ccccc12,-2,-5,1,0,-4,1.4,4,13,-7
COc1ccc(Nc2nc(-c3ccccc3)cs2)cc1,1,-2,0,-12,-6,-1.0,-6,-2,1
O=c1c(Cc2ccc(F)cc2)c(O)ccn1CCc1cnc[nH]1,3,5,1,8,-5,-0.2,-4,3,3
CCN(CC(=O)NC1CCS(=O)(=O)C1)C(=O)/C=C/c1cccs1 (centres undefined),-7,-5,0,12,1,0.4,-4,5,1
Cc1nnc(SCC(=O)NNC(=O)CC#N)[nH]c1=O,-1,5,0,0,-2,0.7,-10,-7,8
Cc1ccc(C)c(-n2c(Cc3cc(=O)[nH]c(=O)[nH]3)nnc2SCC(=O)NCC2CCCO2)c1 (centres undefined),0,-3,1,5,-3,0.6,-12,0,7
CC(C)(O)C#Cc1ccc(CNC[C@H]2O[C@@H](n3cnc4c(=O)[nH]c(N)nc43)[C@H](O)[C@@H]2O)s1,10,6,0,-31,-3,nt,3,-11,-2
O=C(Cc1cccs1)NCc1cccc(Cl)c1,-7,1,0,8,-4,-5.5,-2,5,3
COc1cccc(C(=O)NC2CC(C)(C)Cc3c2cnn3-c2cccc(F)c2)c1OC (centres undefined),-6,-10,3,6,-4,-0.3,7,28*,-2
CCc1c(C)sc(NC(=O)/C=C/c2ccc3c(c2)OCO3)c1C(=O)OC,-1,10,1,3,1,2.2,-2,-9,6
Cc1cccc(NC(=O)C2CC(=O)OC23CCCCC3)c1 (centres undefined),5,8,1,-4,-4,-1.3,-25,-5,5

# Overlap with the part before: two entries; new compounds follow.
SMILES,CHRM4 PAM,CHRM5 PAM,M4 ag,CHRM4 antagonist,CHRM5 agonist,CRFBP-R2 agonist,M1 antag,CHRM5 antagonist,M1 PAM
CCc1c(C)sc(NC(=O)/C=C/c2ccc3c(c2)OCO3)c1C(=O)OC,-1,10,1,3,1,2.2,-2,-9,6
Cc1cccc(NC(=O)C2CC(=O)OC23CCCCC3)c1 (centres undefined),5,8,1,-4,-4,-1.3,-25,-5,5
COc1ccc(N2C(=O)C(Cl)=C(N3CCN(Cc4ccccc4)CC3)C2=O)cc1,-4,-1,0,9,-2,-1.2,10,-2,-8
CCCCNC(=O)C1CCC(CNc2nc(=S)[nH]c3ccccc23)CC1 (centres undefined),7,-1,1,-10,2,-0.7,-1,-2,3
COc1ccc(C(=O)C[n+]2ccc3c(c2)nnn3-c2ccccc2)cc1,-3,9,1,-4,-4,-1.1,1,-8,-2
CCc1nc(Nc2cccc(OC)c2)c2oc3ccccc3c2n1,-4,-12,1,-20,-9,0.2,-11,0,7
COc1ccc(N2CCN(c3ncnc4c3cnn4-c3ccc(C)cc3C)CC2)cc1,2,1,4,3,6,0.0,-5,-3,6
COc1cc(/C=C/C(=O)O)cc(S(=O)(=O)NNC(=O)c2cc(C)oc2C)c1OC,10,-2,0,-11,0,-2.0,-2,8,10
COC(=O)c1cc(S(=O)(=O)NCc2cccs2)c[nH]1,-1,4,1,-13,0,-0.6,-4,-16,0
c1ccc(Cn2nnc3ccccc32)cc1,1,3,1,-3,-7,-0.1,-12,5,9
CC(Oc1ccccc1Cl)C(=O)Nc1ccccc1C(=O)N1CCOCC1 (centres undefined),-2,-4,2,7,-2,1.2,-5,21,6
CCCCN(CCCNC(=O)c1ccc(CS(=O)(=O)c2ccc(OC)cc2)o1)Cc1ccccc1,-6,8,1,5,-10,0.9,1,-9,0
Cc1ccccc1-c1cnc(C(O)c2ccc(F)cc2)[nH]1 (centres undefined),1,-2,4,-16,0,nt,-14,3,7
COc1ccc2[nH]c3c(c2c1)CCN1C(=O)N([C@@H](C)C(=O)NCc2ccccc2OC)C(=O)[C@]31C,-8,-8,5,0,3,-0.7,-3,7,0
O=C(CCS(=O)(=O)c1ccc(Cl)cc1)Nc1cccc(S(=O)(=O)N2CCCCCC2)c1,-7,-11,13,11,-1,0.6,8,9,-11
COc1ccccc1CC(=O)Nc1cccc(C(=O)NN2C(=O)c3ccccc3C2=O)c1,-1,-1,3,3,-1,-0.6,-2,-2,6
CCCCC(NC(=O)Cc1c(C)c2cc3c(C)c(C)oc3c(C)c2oc1=O)C(=O)O (centres undefined),-7,-3,-2,-7,-3,-3.5,-18,16,18
NC(=S)NNc1cc(Cl)cc(Cl)c1,0,-5,1,1,1,-1.3,0,7,2
CS(=O)(=O)N(CC(=O)N1CCCC1)Cc1ccc(Cl)cc1,6,0,2,-4,-3,-3.9,-12,2,11
O=S(=O)(c1ccc(F)cc1)N1CCN(CC(O)COCc2ccccc2)CC1 (centres undefined),7,1,2,10,-5,-0.4,-6,12,9
O=C(CCN1CCCO1)N1CCCC(N2CCN(c3cccc(C(F)(F)F)c3)CC2)C1 (centres undefined),0,1,-1,-4,-2,-1.0,-13,4,15
CN1C(=S)NC(C)(C)CC1(C)c1ccc(O)cc1O (centres undefined),10,0,0,9,-1,-2.5,-6,-3,6

# Overlap with the part before: three entries; new compounds follow.
SMILES,CHRM4 PAM,CHRM5 PAM,M4 ag,CHRM4 antagonist,CHRM5 agonist,CRFBP-R2 agonist,M1 antag,CHRM5 antagonist,M1 PAM
O=S(=O)(c1ccc(F)cc1)N1CCN(CC(O)COCc2ccccc2)CC1 (centres undefined),7,1,2,10,-5,-0.4,-6,12,9
O=C(CCN1CCCO1)N1CCCC(N2CCN(c3cccc(C(F)(F)F)c3)CC2)C1 (centres undefined),0,1,-1,-4,-2,-1.0,-13,4,15
CN1C(=S)NC(C)(C)CC1(C)c1ccc(O)cc1O (centres undefined),10,0,0,9,-1,-2.5,-6,-3,6
Cc1noc(C)c1COc1ccc(C(=O)OCC(=O)Nc2ccc(C(=O)N(C)C)cc2)cc1,2,-3,0,-7,0,1.3,-1,9,0
CC(=O)Nc1c(-c2cc(=O)oc3cc(C)ccc23)oc2ccccc12,-2,-3,2,-6,-1,1.0,-7,2,3
COc1cc(C(=O)OCC(=O)NC2CCCC2)cc(NC(=O)c2ccco2)c1OC,3,-4,3,-7,5,-1.2,-2,3,6
C=CCn1c(SCC(=O)NC2(C#N)CCCCC2)nnc1-c1ccncc1,2,3,0,-2,1,0.6,-8,9,9
C=CCN(CC=C)CCCOc1ccc(Br)cc1Cl,-6,1,1,-4,-2,33,3,-15,-8
Nc1ccccc1C#Cc1ccc2[nH]ccc2c1,-3,5,3,14,2,1.2,1,13,3
COc1ccc(NN=Nc2nc3c([nH]2)c(=O)n(C)c(=O)n3C)cc1,5,-1,0,-3,-3,-1.7,-9,8,11
Cc1ccccc1Nc1c([N+](=O)[O-])ccc2nonc12,-1,-3,-2,-7,-2,-0.6,-6,13,23
COc1cc(C(=O)OCC(=O)c2ccc(S(=O)(=O)N3CCCCC3)cc2)cc(OC)c1OC,1,3,10,0,5,-0.2,3,4,-7
Cc1ccc(NC(=O)CCC2CC(C)(C)OC2=O)cc1 (centres undefined),2,-1,1,-4,-3,-0.7,0,3,8
COc1ccc(S(=O)(=O)NCCOc2ccccc2)cc1-n1cnnn1,7,6,-1,-26,0,3.2,-7,-2,2
COc1ccc(N(CC(=O)NC2CCCCCC2)S(=O)(=O)c2c(C)nn(C)c2C)cc1,-4,4,0,10,-4,-2.6,0,-4,8

# Compounds as they come (roughly 2.8% active in at least one column).
